# Screening data (PubChem)
# HCV inh: inhibitors of hepatitis C virus infection; Huh7.5.1 HCVcc-Cre infection, luciferase reporter, 44 h; AID 651820; 3.4% of 340,000 active; Potency, µM (top dose mostly 41.8 µM), for the others: at the top dose activity change, negative = inhibition, actives largely listed as inhibitors; also: potency is read from the fitted curve at half-maximal effect
#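 Cells (1,000/well) were plated 4 h before compound, then infected with HCVcc-Cre virus (~0.5 moi). After 44 h further culture, infection was read as luciferase luminescence following a 15 min substrate incubation at room temperature.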
# AmpC inh detg: inhibitors of E. coli AmpC beta-lactamase with detergent. AmpC hydrolysis of nitrocefin, absorbance 480 nm, 0.01% Triton. P00811. Potency, µM (top dose mostly 114 µM), for inactives: top-dose activity change, negative = inhibition, hits mostly inhibitors. 0.041% of 370,000 active;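 also: potency is read from the fitted curve at half-maximal effect; 0% = no-compound wells and -100% = no-enzyme wells; nearly all actives have a fitted effect of over 25% in size; some results filed as inactive show a strong effect at the top dose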
# Target sequence (P00811 whole entry, looked up): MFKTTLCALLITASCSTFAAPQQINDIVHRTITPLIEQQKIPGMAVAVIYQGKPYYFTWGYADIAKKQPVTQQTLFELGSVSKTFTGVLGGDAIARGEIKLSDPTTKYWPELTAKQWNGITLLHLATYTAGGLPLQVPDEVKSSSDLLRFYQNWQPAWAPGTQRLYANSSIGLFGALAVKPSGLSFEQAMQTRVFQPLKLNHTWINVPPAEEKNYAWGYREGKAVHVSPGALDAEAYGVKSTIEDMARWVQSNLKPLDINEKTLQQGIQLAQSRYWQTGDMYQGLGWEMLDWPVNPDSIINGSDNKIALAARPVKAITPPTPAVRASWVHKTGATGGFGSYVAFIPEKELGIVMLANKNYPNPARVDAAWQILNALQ
#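 AmpC (5.3 nM in the dispensed reagent) in 20 mM phosphate pH 7.0 with 0.01% (detergent screen) or 0.0001% Triton X-100 was preincubated with compounds for 15 min at room temperature. Nitrocefin was then added from an 800 uM solution, and hydrolysis was followed at 480 nm.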
# TbPYK inhibitor: blocks Trypanosoma brucei pyruvate kinase; TbPYK enzyme, Kinase-Glo Plus ATP luminescence, 45 min; Potency, µM (highest dose often 76.8 µM), for the others: at the top dose activity, negative = inhibition, usual class: inhibitors; Q57TT1; 0.12% of 410,000 active; also: potency is read from the fitted curve at half-maximal effect; nearly all actives have a fitted effect of over 50% in size
#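 Readout: single end-point luminescence (Kinase-Glo Plus, 10 min). Reaction conditions were TbPYK/substrate plus 130 uM ADP, 45 min at RT, pH 7.2 TEA buffer. No-enzyme wells served as controls, and data were normalized before concentration-response fitting.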
# AmpC inh no detg: blocks E. coli AmpC beta-lactamase in detergent-free assay; P00811; AID 485341; AmpC nitrocefin hydrolysis, absorbance 480 nm, 0.0001% Triton; 0.52% of 330,000 active; Potency, µM (doses to about 57.1 µM), for the others: at the top dose activity change, negative = inhibition, usual class: inhibitors;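 also: potency is read from the fitted curve at half-maximal effect; plate controls were no compound for no effect and no enzyme for full effect; nearly all actives have a fitted effect of over 20% in size; some results filed as inactive show a strong effect at the top dose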
#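 AmpC (5.3 nM in the dispensed reagent) in 20 mM phosphate pH 7.0 with 0.01% (detergent screen) or 0.0001% Triton X-100 was preincubated with compounds for 15 min at room temperature. Nitrocefin was then added from an 800 uM solution, and hydrolysis was followed at 480 nm.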
# AMA1-RON2 inh: AMA1-RON2 (P. falciparum) interaction inhibition; AlphaScreen AMA1-biotinylated RON2 peptide binding; Potency, µM (series often up to 58.2 µM), without a hit: top-dose activity change, negative = inhibition, usual class: inhibitors; 0.2% of 360,000 active; AID 720542;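 also: potency is read from the fitted curve at half-maximal effect; 0% = vehicle wells and -100% = peptide control; nearly all actives have a fitted effect of over 45% in size; some results filed as inactive show a strong effect at the top dose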
#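 AMA1 (3D7) with his tag at 25 nM final met compounds first, then biotinylated RON2 peptide at 25 nM; detection used donor plus acceptor beads, 10 µg/mL apiece, read by AlphaScreen after 30 min at room temperature.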
# LmPK inhibitor: LmPK (Leishmania mexicana) enzyme inhibition; Potency, µM (titrated, usually from 57.5 µM), for inactives: at the top dose activity change, negative = inhibition, hits mostly inhibitors; 0.37% of 290,000 active; purified LmPK, Kinase-Glo ATP luminescence, 1 h; AID 1721; also: potency is read from the fitted curve at half-maximal effect
# Target sequence (Q27686 whole entry, looked up): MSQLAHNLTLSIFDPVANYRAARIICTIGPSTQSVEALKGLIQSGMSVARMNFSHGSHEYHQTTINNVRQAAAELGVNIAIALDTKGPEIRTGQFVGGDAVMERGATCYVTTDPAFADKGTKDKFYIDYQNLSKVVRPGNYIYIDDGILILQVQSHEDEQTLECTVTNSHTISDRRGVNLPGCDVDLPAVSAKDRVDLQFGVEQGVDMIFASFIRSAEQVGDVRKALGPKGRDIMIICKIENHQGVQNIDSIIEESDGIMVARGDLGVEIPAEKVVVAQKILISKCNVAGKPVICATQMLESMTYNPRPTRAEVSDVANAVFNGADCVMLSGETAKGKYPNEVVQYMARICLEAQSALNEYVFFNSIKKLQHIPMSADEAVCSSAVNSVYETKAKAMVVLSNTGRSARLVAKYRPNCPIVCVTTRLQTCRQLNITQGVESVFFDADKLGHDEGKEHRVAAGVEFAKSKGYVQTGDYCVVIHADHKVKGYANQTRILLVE
#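 ATP generated from ADP (0.1 mM) and PEP (0.5 mM) by 0.1 nM LmPK over 1 h at room temperature (pH 7.2 imidazole buffer) was detected by coupled luciferase luminescence. Values were normalized to uninhibited and no-enzyme wells.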
# HCMV inh: human cytomegalovirus inhibition; HFF cells, HCMV-luciferase reporter, 72 h; stronger effect = lower value; activity change, negative = inhibition, % at 57.5 µM; 4.5% of 410,000 active; in the data active = activity change below about -60%; inconclusive = no clear call, values can overlap the other calls; inactive = above about -39%
#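 Compounds were evaluated in HFFs infected with an HCMV luciferase reporter virus (MOI 1 PFU/cell). Luciferase in lysates collected 72 h post infection served as the replication measure.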
# * marks the source's active call; other numbers are inactive results; ? = inconclusive; . = not tested or not shown; & = joins results of further samples; [ ] = dose if it differs, or a comment. Unless noted, calls follow the shape of the dose curve; as a rule, active = well fitted curve in the direction sought with a large enough effect; inconclusive = small, poorly fitted or top-dose-only effect, or another doubt; inactive = no such curve, though single readings can be large; an effect the other way counts as inactive or inconclusive. Unless noted, % is scaled to controls: 0 for no effect and ±100 for the full control effect.
SMILES,HCV inh,AmpC inh detg,TbPYK inhibitor,AmpC inh no detg,AMA1-RON2 inh,LmPK inhibitor,HCMV inh
Cc1ccc(C(=O)N/C(=C\c2cccs2)C(=O)NCCc2c[nH]c3ccccc23)cc1,?,3%,3%,-34%,-28%,-2%,-2
COc1ccc(-c2nnc(SCC(C)C)o2)cc1,0%,-6%,-4%,22%,16%,-2%,63
CN(C)c1ccc(C=NCC2(O)CCOC(C)(C)C2)cc1 (stereo not drawn),16%,-6%,-1%,-15%,8%,3%,16
CCCCOC(=O)c1ccc(NC(=O)c2c(OC)cccc2OC)cc1,?,-7%,-4%,20%,8%,4%,-27
NS(=O)(=O)c1ccc(CCNC(=O)c2ccccc2OCc2ccc(F)cc2)cc1,?,?,4%,11µM*,1%,2%,?
CC(=O)Nc1ccc(NC(=O)CSc2nnnn2-c2ccccc2F)cc1,4%,-3%,1%,-18%,1%,-5%,-23
CCN(CC)S(=O)(=O)c1cc(OC)c(Cl)cc1OC,-3%,-7%,-3%,-13%[2.29 µM],-7%,0%,-13
O=C(CCc1ccc(S(=O)(=O)NC2CCCCC2)cc1)Nc1ccccc1,7%,-8%,-6%,-37%,-1%,1%,-69*
O=C(c1cnc(-c2ccccc2)s1)c1ccc(Cl)cc1Cl,-24%,?,0%,-11%,21%,3%,6
Cc1cccc(NC(=O)c2cc(-c3c(C)cc(C)cc3O)n[nH]2)c1,-17%,?,12%,-28%,21%,1%,-21
CCOc1ccc(CCNC(=O)c2cc3c(s2)-c2ccccc2OC3)cc1OCC,.,1%,1%,.,.,.,?
Cn1c(/N=C/c2cc(Cl)ccc2O)nc2ccccc21,0%,-18%,13%,143%[activator],35%[activator],-10%,120
CCOc1ccc(C2C(C(=O)Nc3ccccc3)=C(C)Nc3nc(-c4ccccc4)nn32)cc1OC (stereo not drawn),.,-8%,2%,.,.,.,-20
CCOC(=O)C1(Cc2ccccc2)CCCN(Cc2ccncc2)C1 (stereo not drawn),10%,0%,-2%,55%,-6%,17%,26
CC(=O)Oc1ccc(C)cc1N1C(=O)c2ccc(C(=O)O)cc2C1=O,10%,-12%,1%,-6%,-3%,8%,0
CCNC(=O)COC(=O)/C=C/c1cccc([N+](=O)[O-])c1,1%,-8%,4%,-19%,-6%,2%,-13
O=C1CC(C(=O)Nc2ccc(F)cc2)S/C(=N\N=C\c2ccco2)N1 (stereo not drawn),18%,?,-6%,-18%,53%[activator],0%,37
COc1ccc(N2CCN(S(=O)(=O)c3ccc(OC)c(-c4noc(C)n4)c3)CC2)cc1,.,11%,5%,.,.,.,-18
Cc1ccccc1NC(=O)/C=C/c1ccc([N+](=O)[O-])s1,10µM*,5%,-13%,-15%,0%,-4%,.
O=C(NCc1ccccc1Cl)C1CCCN(c2nc3ccccc3n3cccc23)C1 (stereo not drawn),.,24%,1%,.,.,.,-30
NC(Cc1ccc(Cl)cc1)c1csc(NC(=O)Nc2ccccc2-c2ccccc2)n1 (stereo not drawn),.,.,-1%,.,61%[activator],.,-19
O=C(COc1cccnc1[N+](=O)[O-])N1CCN(C(=O)c2ccco2)CC1,8%,-2%,-6%,-14%,-20%,2%,-9
CCCCn1c(O)c2n(c1=O)Cc1ccccc1N=C2c1ccc(C)cc1,.,.,0%,.,10%,.,40
O=C(CCNS(=O)(=O)c1cccc2nsnc12)NCc1cccs1,-1%,-13%,-1%,-15%,-3%,1%,18
C=C(C)COc1ccc(-c2n[nH]c(C)c2-c2ccc(OC)cc2)c(O)c1,?,-11%,6%,-28%,-4%,-3%,-106*

# Next part, overlapping the part above by four compounds.
SMILES,HCV inh,AmpC inh detg,TbPYK inhibitor,AmpC inh no detg,AMA1-RON2 inh,LmPK inhibitor,HCMV inh
O=C(COc1cccnc1[N+](=O)[O-])N1CCN(C(=O)c2ccco2)CC1,8%,-2%,-6%,-14%,-20%,2%,-9
CCCCn1c(O)c2n(c1=O)Cc1ccccc1N=C2c1ccc(C)cc1,.,.,0%,.,10%,.,40
O=C(CCNS(=O)(=O)c1cccc2nsnc12)NCc1cccs1,-1%,-13%,-1%,-15%,-3%,1%,18
C=C(C)COc1ccc(-c2n[nH]c(C)c2-c2ccc(OC)cc2)c(O)c1,?,-11%,6%,-28%,-4%,-3%,-106*
Cc1cc(C)nc(SCc2ccc(C(=O)NN=C3C4CC5CC(C4)CC3C5)cc2)n1,27%,?,1%,-12%,50%[activator],-1%,16
CCOC(=O)c1[nH]cnc1C(=O)NCc1ccccc1,30%,1%,-2%,6%,98%[activator],0%,10
Cc1cc(N(CCCl)CCCl)ccc1C=NNC(=O)Cc1cc(=O)oc2cc(O)ccc12,?,.,1%,.,-5%,.,?
CCOC(=O)CN1CC23C=CC(O2)C(C(=O)NC2CCCC2)C3C1=O (stereo not drawn),1%,?,5%,-3%,0%,-5%,1
COC(=O)CC1(C(=O)OC)Oc2ccc(Br)cc2C(=O)N1c1ccc(Br)cc1Cl (stereo not drawn),?,?,2%,6%,-10%,2%,-22
CCOc1cc(-c2noc(N)c2C(=O)OC)cc(OCC)c1OCC,?,-13%,1%,0%,14%,5%,42
Cc1ccc(NC(=O)c2ncn(CC(=O)NCc3ccc4[nH]ccc4c3)n2)cc1C,41%[activator],.,1%,-32%,12%,.,56
COc1ccc(N(CCC#N)S(=O)(=O)c2ccc(Cl)cc2)cc1,.,-2%,1%,5%,-9%,2%,-27
COc1ccccc1NS(=O)(=O)c1ccc(C)c(C(=O)Nc2cc(C)on2)c1,?,.,-7%,-13%,-1%,.,4
CC(=O)NC(C)(c1ccccc1)c1nc(-c2ccc(F)c(Cl)c2)cs1 (stereo not drawn),.,.,-1%,.,-6%,.,62
CCN(C(=O)COC(=O)CNC(=O)c1ccc(C)s1)c1ccccc1,5%,-1%,1%,-11%,-11%,-2%,21
CCN(C(=O)c1cc2ccccc2oc1=O)c1cccc(C)c1,0%,-5%,0%,21%,1%,-7%,-15
CCS(=O)(=O)c1c(S(=O)(=O)CC)c2cc(C(C)(C)C)ccn2c1C(=O)c1ccc(F)cc1,.,9%,-1%,.,.,.,-11
COc1ccc(C2=NOC(C(=O)NC(C)C)C2)cc1 (stereo not drawn),.,-3%,1%,-16%,-8%,-4%,-11
CCOC(=O)C(=O)CC(=O)c1ccc2c(c1)OCCO2,9%,1%,2%,-28%,-2%,-4%,-3
CCCc1cc(=O)oc2c(C)c(OCC(=O)N3C[C@H]4C[C@@H](C3)c3cccc(=O)n3C4)ccc12,?,0%,1%,-1%,13%,-4%,-19
COc1ccc(S(=O)(=O)N(CCc2ccccc2)CC(=O)NCc2ccccc2)cc1OC,.,-2%,2%,.,.,.,-9
CCC(NC(=O)Nc1nnc(C(F)(F)F)s1)(C(F)(F)F)C(F)(F)F,4.5µM*,-2%,-3%,-28%,5%,0%,-105*
Cc1cccc(C)c1NC(=O)COC(=O)c1cc(=O)c2ccccc2o1,24%,2%,-18%,-4%,10%,1%,-21
O=C(COc1ccccc1)NC(=S)Nc1cccc([N+](=O)[O-])c1,-4%,11%,-4%,-40%,46%[activator],2%,-23
COc1ccc(C(NC(=O)C2CCN(CCc3ccccc3)CC2)c2ccccn2)cc1 (stereo not drawn),.,.,1%,.,103%[activator],.,6
Cn1c(=O)c2c(c3ccccc31)OC(=O)CC2c1cccc(F)c1 (stereo not drawn),.,1%,3%,.,.,.,12
CCC(C)NCCCCOc1cc(C)cc(C(C)C)c1 (stereo not drawn),?,-4%,-1%,25%,-19%,-1%,?
COc1cccc(C(=O)N2CCN(C(=O)c3cccs3)CC2)c1OC,?,-5%,-2%,8%,-15%,-4%,22
Cc1nc2ccc(NC(=O)N3CCOCC3)cc2nc1C,10%,4%,5%,-17%,1%,1%,-36
# (next part)
SMILES,HCV inh,AmpC inh detg,TbPYK inhibitor,AmpC inh no detg,AMA1-RON2 inh,LmPK inhibitor,HCMV inh
Cc1cc(C=O)c(C)n1-c1ccc(N2CCOCC2)cc1,-1%,-9%,4%,-11%,-7%,0%,-28
N#CC1=C(N)Oc2cc(N)ccc2C1c1cc(Br)cs1 (stereo not drawn),-19%,-10%,-4%,-45%,1%,0%,44
CCN(CC)C(=O)CSc1nc2ccc(NC(=O)CSc3nnc(COc4ccccc4C)n3C)cc2s1,10µM*,?,-10%,45%,13%,2%,-20
CCN(CC)S(=O)(=O)c1ccc(Cl)c(C(=O)N2CCc3ccccc32)c1,?,1%,4%,-1%,34%[activator],10%,-39
CN(C)C(CNC(=O)CCCN1C(=O)c2cccc3cccc(c23)C1=O)c1ccccc1 (stereo not drawn),?,4%,0%,112%[activator],-1%,7%,?
O=C1c2ccccc2C(=O)N1c1cccnc1,7%,2%,0%,.,-12%,3%,27
COc1ccccc1CNC(=O)C1CCN(Cc2nc(-c3cccc(Cl)c3)oc2C)CC1,?,0%,8%,4%,-12%,3%,-9
COC(=O)c1ccc(CNC(=O)c2ccc3c(c2)S(=O)(=O)N=C2CCCCCN23)cc1,-2%,?,1%,-29%,0%,.,-6
CN(C(=O)COC(=O)CNC(=O)c1ccc2ccccc2c1)c1c(N)n(Cc2ccccc2)c(=O)[nH]c1=O,6%,-3%,-10%,86%[activator],-9%,-7%,-19
COC(=O)c1cc(S(=O)(=O)NCC2CCN(Cc3cccc(F)c3)CC2)c[nH]1,20%,-5%&0%,3%&0%,-2%,0%,-4%,-37&0
Cc1cc(C)cc(OCC(=O)NNC(=O)CC(C)c2ccccc2)c1 (stereo not drawn),.,.,-6%,.,136%[activator],.,-7
CC(=O)c1cccc(-c2cnc3c(NC=O)cc(-c4ccc(N5CCN(C)CC5)cc4)cn23)c1,.,.,0%,.,-2%,.,20
CCOC(=O)c1sc(NC(=O)Nc2ccc(Cl)cc2)nc1C,-6%,?,-8%,-36%,-5%,-2%,-4
CCOc1ccccc1NC(=O)CCS(=O)(=O)c1ccc(OC)cc1,8%,0%&12%,4%,-8%,-1%,7%,?
CCc1nc(N2CCN(Cc3ccc4c(c3)OCO4)CC2)c2oc3ccccc3c2n1,?,1%,.,49%,-25%,0%,-39
OCc1cnc[nH]1,20%,-13%,-2%,-17%,-8%,0%,-11
Cn1c(SCC(=O)Nc2ccc3[nH]c(=O)[nH]c3c2)nnc1-c1ccccc1,12%,-1%,1%,-9%,12%,0%,?
COc1ccc2c(c1)c(=O)c(C(=O)c1ccccc1)cn2CC(=O)Nc1ccc2c(c1)OCO2,.,-7%,-3%,.,.,.,-103*
